Compound activity from PubChem BioAssay.
APP 5'UTR act: activators of APP 5'UTR luciferase reporter, primary screen, SH-SY5Y cells; SH-SY5Y APP 5'UTR luciferase reporter, luminescence; zero percent = DMSO vehicle wells; activation, % at 2 µM; hit rate 1% among 190,000; AID 1276, 2008;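 active means activation above a set limit, based on mean plus 3 SD of controls, cut at about 140% in these data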; further: values of inactives mirror those of a sister screen read the other way
FLuc inh counter: firefly luciferase enzyme inhibitors, primary screen, artefact control for luciferase-based inhibitor screens, biochemical, luminescence, ATPLite. inhibition, % at 10 µM. Luciferin 4-monooxygenase (Photinus pyralis), P08659. 10 min. hit rate 1.5% among 200,000;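 active means inhibition above about 50% when tested at 10 µM, limit read from the data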
FLuc stim CS: FLuc activators, initial screening, artefact control for FLuc-dependent activation tests, biochemical, ATPlite luminescence; 200,000 tested, under 10 active; Luciferin 4-monooxygenase (Photinus pyralis), P08659; ATPlite luciferase biochemical, 10 min; 0 = ATP-free wells, 1 = DMSO control; activation factor at 10 µM;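 active means luciferase activation factor, scaled between plate controls, of at least 2 with compound at 10 µM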
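System: cell-free luciferase reagent; medium: PBS as buffer for the ATP substrate; doses: test compounds dosed from 2 mM stocks in 100% DMSO; incubation: 10 min, room temperature; measured by: luminescence from luciferase reaction; read-out: luciferase activation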
TNAP inh hi DEA: human TNAP enzyme inhibitors, primary screen, biochemical, luminescent, high phosphate acceptor level, uHTS | hit rate 0.03% among 200,000 | inhibition, % at 20 µM | purified TNAP, CDP-star luminescence, 1 M DEA;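 active means over 50% inhibition of tissue-nonspecific alkaline phosphatase at 20 µM in the single-dose screen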;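 further: plate controls were DMSO wells for no effect and EDTA-quenched wells as full inhibition for full effect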
Target sequence (P05186 whole entry, looked up): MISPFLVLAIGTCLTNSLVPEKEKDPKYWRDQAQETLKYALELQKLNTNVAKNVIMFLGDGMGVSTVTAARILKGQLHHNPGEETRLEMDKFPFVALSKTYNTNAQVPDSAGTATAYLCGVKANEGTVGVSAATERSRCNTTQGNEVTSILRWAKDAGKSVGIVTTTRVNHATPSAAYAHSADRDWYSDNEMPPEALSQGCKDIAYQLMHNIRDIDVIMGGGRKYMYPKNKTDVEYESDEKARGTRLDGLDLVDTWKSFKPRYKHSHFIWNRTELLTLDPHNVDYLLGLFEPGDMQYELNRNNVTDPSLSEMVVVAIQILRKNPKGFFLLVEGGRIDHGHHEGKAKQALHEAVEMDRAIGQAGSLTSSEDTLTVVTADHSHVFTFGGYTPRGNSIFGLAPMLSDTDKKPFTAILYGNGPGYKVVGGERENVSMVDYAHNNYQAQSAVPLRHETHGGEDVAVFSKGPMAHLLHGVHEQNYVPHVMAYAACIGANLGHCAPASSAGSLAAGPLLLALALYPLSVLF
NF-kB neuron act: activators of NF-kB expression in neurons, primary screen, cell-based, HTS | human neuronal cells, NF-kB reporter expression; stronger effect = higher value | fold change at 12.5 µM | hit rate 1.6% among 190,000 | AID 1239, 2008; in the data active means fold change above about 3.3
PMI act satM6P: human PMI activators, high substrate, primary screen, biochemical, fluorescence intensity, near-saturating mannose 6-phosphate; Mannose-6-phosphate isomerase (Homo sapiens), P34949; coupled PMI enzyme assay, resazurin fluorescence, 20 min; stronger effect = higher value; 1 = untreated enzyme, 0 = substrate-free blank; activation factor at 20 µM; hit rate 0.34% among 190,000; AID 1216, 2008;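 active means activation factor of 2 or more at 20 µM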
Target sequence (P34949 whole entry, looked up): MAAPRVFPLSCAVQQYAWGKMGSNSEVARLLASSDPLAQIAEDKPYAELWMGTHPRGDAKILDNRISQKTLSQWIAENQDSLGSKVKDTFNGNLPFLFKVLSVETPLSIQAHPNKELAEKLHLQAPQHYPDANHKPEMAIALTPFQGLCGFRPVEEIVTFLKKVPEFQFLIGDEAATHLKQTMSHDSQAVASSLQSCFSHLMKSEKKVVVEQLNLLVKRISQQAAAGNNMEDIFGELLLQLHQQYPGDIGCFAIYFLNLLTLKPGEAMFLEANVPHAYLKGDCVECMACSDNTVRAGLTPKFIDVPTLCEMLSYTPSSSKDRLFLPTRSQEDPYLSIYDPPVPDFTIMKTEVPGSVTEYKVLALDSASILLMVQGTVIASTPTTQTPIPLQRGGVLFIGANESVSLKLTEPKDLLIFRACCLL
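Test system: human phosphomannose isomerase with PGI, G6PDH, diaphorase coupling enzymes; amount: 15 ng/mL PMI; incubation: enzyme reaction with compound 20 min at room temperature; technique: resorufin fluorescence (Ex 544/Em 590 nm) from resazurin via diaphorase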
TNAP act hi DEA: TNAP activators at high phosphate acceptor level, primary screen, biochemical, luminescence, uHTS. purified TNAP, CDP-star luminescence, 1 M DEA, 30 min; stronger effect = higher value; 0 = EDTA background, 1 = DMSO-only activity. 200,000 tested, under 10 active. activation factor at 20 µM. AID 1136, 2008. Alkaline phosphatase, tissue-nonspecific isozyme (Homo sapiens), P05186;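 active means activation factor at least 2 at 20 µM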
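Measured by: Luminescent substrate turnover signal | Test system: Human TNAP | Input: TNAP 1/800 final | Dosing: 20 µM single point | Schedule: 30 min, room temperature | Controls: EDTA wells as negative control, DMSO wells as positive control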
TNAP inh noacc: human TNAP enzyme inhibitors, primary screen, biochemical, luminescent, no phosphate acceptor, uHTS; Alkaline phosphatase, tissue-nonspecific isozyme (Homo sapiens), P05186; purified TNAP, CDP-star luminescence, 30 min; inhibition, % at 20 µM; hit rate 0.26% among 200,000;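 active means tissue-nonspecific alkaline phosphatase inhibition above about 50% at 20 µM in the single-dose screen, limit read from the data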;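 further: 0% = DMSO negative control and 100% = EDTA positive control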
bIAP act: bovine intestinal alkaline phosphatase activators, primary screen, biochemical, bovine IAP, CDP-star luminescence | alkaline phosphatase, intestinal [Bos taurus] | purified bovine IAP, 30 min; stronger effect = higher value; fold of DMSO-control signal, blank-subtracted | activation factor at 20 µM | hit rate 0.17% among 200,000 | AID 1016, 2008;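 active means activation factor of 2 or more at 20 µM, a signal rise over negative controls twice the positive control's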
PMI activator: activators of human PMI, primary screen, biochemical, fluorescence intensity, near-Km mannose 6-phosphate | hit rate 0.005% among 190,000 | activation factor at 20 µM | purified human PMI, coupled resazurin fluorescence, 20 min; stronger effect = higher value; 1 = vehicle control, 0 substrate-free wells;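 active means activation factor of 2 or more at 20 µM, relative to plate controls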
An asterisk follows results filed as active; x = no result given. No enrichment for hits; any-hit rate near 3.6%.

canonical_smiles,APP 5'UTR act,FLuc inh counter,FLuc stim CS,TNAP inh hi DEA,NF-kB neuron act,PMI act satM6P,TNAP act hi DEA,TNAP inh noacc,bIAP act,PMI activator
COC(=O)c1sccc1NC(=O)CN(C)NS(=O)(=O)c1ccc(Cl)cc1,3,-7,1.1,-2,1.3,0.9,1,-5,1.1,0.9
CC(NC(=O)c1cccs1)c1ccc2c(c1)OCO2 (stereo not drawn),8,-3,1,-5,1.1,1,1,-14,0.8,1
CC(=O)c1sc(Nc2nc3ccc(F)cc3s2)nc1C,44,28,0.7,0,2.7,0.8,1,-109,1.3,0.9
CCC(=O)Nc1cccc(C(=O)c2ccccc2)c1,x,1,1,0,1.3,0.9,1,-4,0.8,0.9
Cc1cc(NC(=O)c2cccc(S(=O)(=O)N3CCCC3)c2)no1,20,-1,1,-3,1,0.8,1,2,0.9,0.8
CNc1ccc(SC#N)cc1,-9,-4,1,-6,x,0.9,1.1,-10,0.9,1.2
O=C1CN(C(=O)c2cc3ccccc3oc2=O)C(c2ccc(F)cc2)c2cc(F)ccc2N1 (stereo not drawn),16,-9,1.1,-3,0.92,1.1,1,5,1.1,1.1
S=C1NC2=C(CCC/C2=C\c2ccccc2)C(c2ccccc2)N1 (stereo not drawn),7,-5,1.1,-1,1.2,2.4*,1,8,1,1.6
CNc1nc(SC)nc2ccsc12,-16,-5,1,1,0.81,0.9,1,-6,1,0.9
Nc1c(C(=O)c2ccc(Cl)cc2)sc2nc3c(cc12)CCC3,135*,1,1,4,1.1,1,1,2,0.8,0.9
CC(=O)c1c(C)nn(CC(O)COc2ccc3ccccc3c2)c1C (stereo not drawn),15,3,1,0,0.9,1,1,-14,1,1
O=C(NC(=S)NC(c1ccccc1)c1ccncc1)c1ccccc1 (stereo not drawn),-2,-6,1.1,0,1.1,0.9,1,-15,1.2,0.9

Next structures:
canonical_smiles,APP 5'UTR act,FLuc inh counter,FLuc stim CS,TNAP inh hi DEA,NF-kB neuron act,PMI act satM6P,TNAP act hi DEA,TNAP inh noacc,bIAP act,PMI activator
CC1=NN(c2ccc(C)cc2C)C(=O)C1C(c1ccccc1O)C1C(=O)N(c2ccc(C)cc2C)N=C1C (stereo not drawn),3,-8,1.1,4,1.1,0.9,1,0,1.1,0.9
CN(CC(=O)NCCc1ccc(Cl)cc1)S(=O)(=O)c1ccc2c(c1)c(=O)n(C)c(=O)n2C,16,-8,1.1,-4,0.67,0.9,1,-6,1.1,1
COc1cc(C=O)ccc1OCc1c(C)noc1C,-17,-4,1,-2,1.1,1,1,-21,0.8,1
CCCS(=O)(=O)N1CCN(C(=O)c2ccco2)CC1,-8,-2,1,-4,0.87,1,1,-14,0.9,0.8
O=C(CSc1nc(-c2ccc(F)cc2)cs1)N1CCc2ccccc21,-9,2,1,3,1.3,0.9,1,-2,0.9,1
CCCc1nc2sc3c(=O)n(N)cnc3c2c2c1CCCC2,-2,-4,1,2,1.1,0.8,1,-4,1.3,0.9
CCCCCSc1nc2c(cnn2-c2ccccc2)c(=O)[nH]1,7,-5,1.1,-3,1.1,1,1,-7,0.9,1
CCOCC(=O)Nc1cc(OC)c(Cl)cc1OC,-16,-9,1.1,-4,1.3,1.1,1,-7,0.9,1
COc1cc(Cl)c(S(=O)(=O)n2cnc(C)c2)cc1Cl,12,1,1,1,1.1,1,1,-4,0.8,1.1
COc1ccc(/C=N/n2c(=S)n(C)c3ccccc32)cc1OC,3,-4,1,-10,1.2,0.9,1.1,-7,0.9,0.8
OC(COc1ccc(CNCCc2ccccc2F)cc1)CN1CCCCC1 (stereo not drawn),6,-7,1.1,-5,0.82,1,1.1,-5,1.1,1
COc1cccc(CN2CCN(Cc3nc(-c4cccc(F)c4F)oc3C)CC2=O)c1,-3,-9,1.1,-5,1.1,x,1.1,1,1.1,x

Next results.
canonical_smiles,APP 5'UTR act,FLuc inh counter,FLuc stim CS,TNAP inh hi DEA,NF-kB neuron act,PMI act satM6P,TNAP act hi DEA,TNAP inh noacc,bIAP act,PMI activator
OCCNc1nc2ccccc2n1-c1ccccc1,-6,-6,1.1,-4,1.1,0.9,1,-11,1,0.9
Cc1cccc(NC2=NC(=S)N(CC#N)C23CCCCC3)c1,25,-8,1.1,2,1.3,0.9,1,-7,0.9,0.9
COc1cc2c(cc1OC)C(C(=O)Nc1ccc3c(c1)OCCO3)C(c1cccnc1)N(C)C2=O (stereo not drawn),10,-7,1.1,-6,1.6,0.9,1.1,-14,1.1,1
COc1ccc(C)cc1-n1nnnc1SCC1CCCO1 (stereo not drawn),8,7,0.9,7,0.86,1,0.9,-1,1,1
CCc1[nH]nc2c1C(c1ccc(Br)s1)C(C#N)=C(N)O2 (stereo not drawn),6,-5,1.1,3,0.79,0.8,1,-2,1,0.8
CCOc1ccccc1C(=O)NC1CC2CCCC(C1)N2C1CC1 (stereo not drawn),18,-2,1,1,1.2,0.8,1,-6,1.2,0.9
COc1ccc(N=c2ssnc2Cl)cc1,17,0,1,-1,1.2,0.3,1,-22,0.8,0.2
O=S(=O)(c1cccc(S(=O)(=O)N2CCCC2)c1)c1cccc(S(=O)(=O)N2CCCC2)c1,-3,-3,1,-1,0.85,0.9,1,-4,0.9,1
CCCC(NS(=O)(=O)c1ccc(OC)cc1)C(=O)O (stereo not drawn),-2,1,1,-3,1,1,1,-8,0.9,1
Cc1ccc(/C=C(\C#N)C(=O)N2CCCC2)c(C)c1,17,17,0.8,-3,1.4,1,1,-5,1,1.1
O=C(NC1CCCC1)C(c1cccs1)N(C(=O)c1ccco1)c1ccc2c(c1)OCCO2 (stereo not drawn),8,-2,1,-3,0.52,1,1,-11,0.9,0.9
CC1CCCN(C(=S)SCC(=O)c2cc(Br)cc(Br)c2O)C1 (stereo not drawn),-9,-4,1,7,0.93,0.5,0.9,-6,0.9,0.3

With a hit mark in PMI act satM6P, of those listed so far:
SMILES	APP 5'UTR act	FLuc stim CS	TNAP inh hi DEA	NF-kB neuron act	PMI act satM6P	TNAP act hi DEA	TNAP inh noacc	bIAP act	PMI activator
S=C1NC2=C(CCC/C2=C\c2ccccc2)C(c2ccccc2)N1 (stereo not drawn)	7	1.1	-1	1.2	2.4*	1	8	1	1.6

A different layout for part of the listing above.
Molecule: Nc1c(C(=O)c2ccc(Cl)cc2)sc2nc3c(cc12)CCC3
  APP 5'UTR act: 135*	FLuc inh counter: 1	FLuc stim CS: 1	TNAP inh hi DEA: 4	NF-kB neuron act: 1.1	PMI act satM6P: 1	TNAP act hi DEA: 1	TNAP inh noacc: 2	bIAP act: 0.8	PMI activator: 0.9

Molecule: CC(=O)c1c(C)nn(CC(O)COc2ccc3ccccc3c2)c1C (stereo not drawn)
  APP 5'UTR act: 15	FLuc inh counter: 3	FLuc stim CS: 1	TNAP inh hi DEA: 0	NF-kB neuron act: 0.9	PMI act satM6P: 1	TNAP act hi DEA: 1	TNAP inh noacc: -14	bIAP act: 1	PMI activator: 1

Molecule: O=C(NC(=S)NC(c1ccccc1)c1ccncc1)c1ccccc1 (stereo not drawn)
  APP 5'UTR act: -2	FLuc inh counter: -6	FLuc stim CS: 1.1	TNAP inh hi DEA: 0	NF-kB neuron act: 1.1	PMI act satM6P: 0.9	TNAP act hi DEA: 1	TNAP inh noacc: -15	bIAP act: 1.2	PMI activator: 0.9

New compounds follow.
canonical_smiles,APP 5'UTR act,FLuc inh counter,FLuc stim CS,TNAP inh hi DEA,NF-kB neuron act,PMI act satM6P,TNAP act hi DEA,TNAP inh noacc,bIAP act,PMI activator
O=C(NCc1ccc2c(c1)OCO2)c1ccc2c(c1)C(=O)N(CC1CCCO1)C2=O (stereo not drawn),-4,-6,1.1,-8,0.98,1.1,1.1,-11,0.9,1
Cc1ccc(S(=O)(=O)Nc2cc(C(C)C)c(O)cc2C)cc1,19,-3,1,-5,0.89,0.5,1.1,-7,0.9,0.7
O=C(CSc1ncnc2ccccc12)NCc1ccco1,-26,-10,1.1,-6,1.1,1.1,1.1,-15,0.9,1.1
Cc1cccc(C(=O)NCCC(=O)Nc2nc(C)c(Cc3ccc4c(c3)OCO4)s2)c1,-3,-5,1,2,0.94,1,1,26,1,1
CCN(CCC(=O)Nc1ccc(Br)c(C)c1)Cc1ccccc1,-20,-4,1,2,0.99,1,1,-3,1,1
CCOC(=O)c1cc(-c2ccccc2)n(CCC(=O)NC(C)CC)c1C (stereo not drawn),4,-4,1,2,0.99,1,1,-4,0.9,1
O=C(CN1C(=O)c2ccccc2C1=O)Nc1cccc([N+](=O)[O-])c1,3,0,1,1,1.5,1,1,-10,0.8,1
Cc1ccc(S(=O)(=O)N(C)CCCC(=O)Nc2ccncc2)cc1,-18,-5,1,-3,0.92,0.9,1,-8,0.9,1
O=C(Nc1ccncc1)c1ccc2c(c1)C(=O)N(CC1CCCO1)C2=O (stereo not drawn),4,-5,1.1,-3,1.4,0.9,1,-6,1,0.9
C=CCSc1nnc2c(n1)OC(C)=Nc1ccc(Br)cc1-2,12,-5,1,-4,1.2,1,1,-5,1,1.1
CCC1(c2ccccc2)NC(=S)N(c2ccc(C)c(C)c2)N1 (stereo not drawn),13,1,1,-5,1.6,1.7,1,-3,0.9,1.3
Cc1ccc2nc(Cl)c(CN(Cc3cccs3)C(=O)C3CC3)cc2c1,-8,-5,1.1,-3,1.1,0.8,1,-9,0.9,0.9
